Screens deposited in PubChem BioAssay by several laboratories.
Hck Nef HTS – inhibitors of human Hck kinase activated by Nef; P08631; Recombinant Hck-YEEI plus Nef, Z-Lyte FRET kinase assay; inhibition, % at 20 µM; 0.68% of 220,000 active; AID 463187;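 active means Hck-Nef kinase inhibition above about 50%, limit read from the data; inactive means inhibition below that limit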;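 further: 0% = DMSO with Hck plus Nef and 100% = Hck alone without Nef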
Mdm2 ligase inh – Mdm2 E3 ligase (human) inhibition | 0.11% of 210,000 active | signal enhancement, % at 5 µM | cell-based MDM2 ubiquitination luciferase reporter, 2 h; 0 = plate control, 100 = twice control, blank-subtracted;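 active means signal enhancement of 30% or more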;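 further: luminescence tracks abundance of the self-degrading MDM2-luciferase fusion protein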
Target sequence (Q00987 whole entry, looked up, the tested form may be a part): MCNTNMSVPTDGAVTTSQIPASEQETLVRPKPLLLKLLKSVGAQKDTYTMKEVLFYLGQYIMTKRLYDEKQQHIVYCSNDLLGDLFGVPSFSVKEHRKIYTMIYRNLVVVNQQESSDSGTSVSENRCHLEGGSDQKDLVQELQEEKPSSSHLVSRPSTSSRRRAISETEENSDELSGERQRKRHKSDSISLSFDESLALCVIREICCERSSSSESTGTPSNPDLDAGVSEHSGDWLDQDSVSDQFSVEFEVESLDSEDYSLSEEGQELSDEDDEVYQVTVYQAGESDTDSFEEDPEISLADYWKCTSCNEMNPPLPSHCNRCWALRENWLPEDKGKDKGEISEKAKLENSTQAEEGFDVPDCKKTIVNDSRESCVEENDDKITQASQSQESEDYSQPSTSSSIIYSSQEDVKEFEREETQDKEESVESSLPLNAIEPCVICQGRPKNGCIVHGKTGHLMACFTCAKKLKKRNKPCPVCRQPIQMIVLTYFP
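test system = mammalian cells stably expressing self-ubiquitinating, self-degrading MDM2 E3–luciferase fusion | quantity = 2000 cells/well | incubation = cell settling 4 h, compound treatment 2 h, both 37 °C | signal = luminescence with SteadyLite reagent, 15 min at room temperature | evaluation = % enhancement relative to plate controls after blank subtraction | benchmarks = plate controls and plate blanks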
Runt-CBFb FRET – inhibitors of human RUNX1 Runt domain binding to CBFb; AID 1496; inhibition, % at 20 µM; 0.46% of 220,000 active; Q01196+Q13951; Cerulean-Runt/Venus-CBFb FRET ratio 530/480, 1 h;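 active means inhibition over about 50% at 20 µM in the single-dose screen, limit read from the data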;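 further: 0% = DMSO wells and 100% = excess unlabeled CBFb competitor control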
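System: Cerulean-labeled Runt domain protein | Quantity: 100 nM of each labeled protein | Schedule: 1 h compound exposure, room temperature | Detection: Fluorescence energy transfer, 422 nm excitation, 530/480 nm emission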
p97 inhibitor – inhibitors of human p97 ATPase; 0.42% of 220,000 active; AID 1481; recombinant p97 ATPase, Kinase-Glo ATP luminescence, 3 h; inhibition, % at 8 µM; in the data active means inhibition above about 15%;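 further: 0% = DMSO vehicle and 100% = wells lacking enzyme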
NPY Y1 blocker – antagonists of human neuropeptide Y receptor Y1; P25929; HEK293-CNG Y1 cells, membrane potential fluorescence; NPY at EC95, then isoproterenol; inhibition, % at 3.6 µM; 1% of 200,000 active;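 active means inhibition above the campaign mean inhibition of all tested compounds plus 3 SD, cut at about 20% in these data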;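 further: 0% = DMSO wells given NPY plus isoproterenol and 100% = isoproterenol alone without NPY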
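material = HEK293 cells with Y1 receptor plus CNG channel | also added = NPY 25 nM then isoproterenol 1 µM plus Ro 20-1724 25 µM | schedule = dye 3 h, compound 60 min room temperature, stimulation 45 min | measured by = membrane potential fluorescence | benchmarks = high control isoproterenol alone, low control NPY with isoproterenol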
NPY1 pot ag – potentiators or agonists of human neuropeptide Y receptor Y1. P25929. NPY-Y1 expressing cells, potentiator/agonist activation. activation, % at 3.6 µM. 0.37% of 220,000 active. AID 1304; in the data active means activation above about 33%, passing the limit was not always enough;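 further: cells stimulated with NPY at EC10 then isoproterenol at EC100; 0% = low agonist plus stimulus and 100% = saturating agonist plus stimulus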
Runt-SMMHC FRET – inhibitors of human RUNX1 Runt domain binding to CBFb-SMMHC | AID 1434 | inhibition, % at 20 µM | 0.74% of 220,000 active | Cerulean-Runt/Venus-CBFb-SMMHC FRET ratio 530/480, 1 h;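 active means mean inhibition across duplicate retests at 20 µM reaching about 50%, limit read from the data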;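 further: 0% = DMSO wells and 100% = wells with excess untagged CBFb-SMMHC; inhibitors lower the FRET ratio by blocking Runt binding to CBFb-SMMHC; some results filed as inactive read as strong as hits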
RBBP9 inhibitor – human RBBP9 hydrolase inhibition; O75884; recombinant RBBP9, FP-Rh probe fluorescence polarization; inhibition, % at 7.94 µM; 0.2% of 220,000 active;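 active means inhibition above the campaign mean of all tested compounds plus 3 SD, cut at about 14% in these data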;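 further: plate controls were DMSO wells with RBBP9 for no effect and wells lacking RBBP9 protein for full effect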
Target sequence (O75884 whole entry, looked up): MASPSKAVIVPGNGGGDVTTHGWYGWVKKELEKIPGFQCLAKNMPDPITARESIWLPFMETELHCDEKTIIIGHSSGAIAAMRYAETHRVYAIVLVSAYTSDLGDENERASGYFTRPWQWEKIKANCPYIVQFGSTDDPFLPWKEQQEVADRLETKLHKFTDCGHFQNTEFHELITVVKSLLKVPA
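System: RBBP9 protein / Buffer or medium: Tris/NaCl buffer pH 8.0 with 0.1% Pluronic / Probe or stimulus: Serine-hydrolase probe FP-Rh, 375 nM pre-mixing / Dosing: 7.94 µM single dose, 0.794% DMSO / Times: enzyme-compound preincubation 30 min, then probe labeling 45 min, 25 °C / Technique: fluorescence polarization (mP), excitation 525 nm, emission 598 nm / Replication: singlicate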
NPY-Y2 PAM-ag – human NPY-Y2 potentiation or agonism, primary screen; P49146; cells expressing NPY-Y2, potentiator/agonist read-out; 0.45% of 220,000 active; AID 1359; activation, % at 3.6 µM; in the data active means activation above about 27%;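 further: cells stimulated with NPY near EC25 plus isoproterenol at EC100; 0% = vehicle plus submaximal agonist and 100% = vehicle plus saturating agonist; some results beyond the cut were filed as inactive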
Target sequence (P49146 whole entry, looked up): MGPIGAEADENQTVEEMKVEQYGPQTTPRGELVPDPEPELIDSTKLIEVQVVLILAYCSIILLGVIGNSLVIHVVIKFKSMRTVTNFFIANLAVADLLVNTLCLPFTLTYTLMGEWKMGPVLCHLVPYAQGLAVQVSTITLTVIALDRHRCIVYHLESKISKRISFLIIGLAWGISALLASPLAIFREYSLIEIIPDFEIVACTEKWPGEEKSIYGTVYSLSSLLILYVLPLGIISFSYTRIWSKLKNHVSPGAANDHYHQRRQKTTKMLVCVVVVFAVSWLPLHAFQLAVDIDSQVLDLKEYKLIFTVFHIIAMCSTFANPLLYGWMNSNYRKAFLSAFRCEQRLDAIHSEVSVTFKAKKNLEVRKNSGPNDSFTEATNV
* hit, by the source's call; . = not tested or not shown.

SMILES,RBBP9 inhibitor,Runt-CBFb FRET,Hck Nef HTS,NPY-Y2 PAM-ag,Mdm2 ligase inh,p97 inhibitor,NPY1 pot ag,NPY Y1 blocker,Runt-SMMHC FRET
COc1ccc(CNc2nc(SCC(=O)NCc3ccco3)nc3ccccc23)cc1,-1,0,0,-30,-10,6,-72,30*,2
CCN(CC)CCC(=O)NC(C)(C)Cc1ccc(O)cc1,-1,7,6,-4,-3,-3,37*,1,2
CCN(CC)C(=O)c1ccc(C(=O)c2ccccc2)cc1,-4,1,-1,-11,-12,2,3,-4,-2
Cc1nnc(SCC(=O)NNC(=O)CC#N)[nH]c1=O,5,3,2,-5,2,1,6,1,1
COc1ccc(CNc2nc(-c3cccnc3)nn2C(=O)c2cccs2)cc1,-9,-11,-7,9,-7,-1,-1,4,-4
COc1ccc(C[C@H]2CN3C(=NC[C@H]3Cc3ccccc3)N2CCNC(=O)c2ccc(C)c(Br)c2)cc1,.,0,45,.,13,.,.,.,6
O=C(CSc1ncnc2c1oc1ccccc12)OCc1ccccc1,3,-4,0,-7,.,-2,-16,5,-1
Cc1cccc(-n2nc3c(c2NC(=O)CCC2CCCCC2)CS(=O)C3)c1C (configuration not stated),-6,-5,0,-2,-20,-1,-14,4,2
C/C(=N\N=C\c1ccccc1F)c1nnn(-c2nonc2N)c1C,-9,-1,5,-3,-9,0,-16,11,1
O=C(NCc1cccnc1)c1ccc(COc2ccccc2Br)o1,-4,1,0,2,9,-8,32,2,2
COc1c(C)cccc1C(=O)NC(=S)Nc1cccc2nsnc12,-4,-1,19,-10,2,3,11,4,-6
O=C(N/N=C/c1cc(Br)c(Br)o1)c1ccc2c(c1)OCCO2,5,5,19,-28,-26,8,8,.,-15
CNC(=S)NNC(=O)c1noc(C)c1C(=O)N1CCN(C(c2ccccc2)c2ccccc2)CC1,-11,0,18,-15,-14,-10,1,1,1
Nc1ccc(Cl)c(S(=O)(=O)Nc2cccc(Cl)c2)c1,2,1,22,20,1,7,10,0,-3
Cc1ccc(C(=O)N/C(=C/c2cccs2)C(=O)N2CCCCC2)cc1,-8,-2,24,12,-16,2,14,0,-2
CN1c2cccc3cccc(c23)N(C)C1(C)C,3,1,2,-4,7,4,2,0,-11
COc1ccc(NC(=O)C2C3C=CC(C3)C2C(=O)O)cc1 (configuration not stated),-6,1,16,18,-10,0,12,.,0
O=c1c2c(nc3nc(Cc4ccccc4)[nH]n13)CCC2,2,-2,-4,3,-17,3,-12,5,2
COc1ccc(CC(C)N2CCN(Cc3ccccc3)CC2)c(OC)c1 (configuration not stated),-6,-1,0,4,-10,0,-54,3,3
CCN(CC)S(=O)(=O)c1ccc(N2CCOCC2)c(NC(=O)C(=O)c2c(-c3ccccc3)cc3ccccn23)c1,-2,-5,-11,14,-5,-1,-4,-1,-12
N#C/C(=C\c1sc(N2CCOCC2)nc1-c1ccccc1)C(=O)Nc1cccc2ccccc12,-7,-165,18,7,-6,7,3,1,-321
CCC(CO)n1c(SCc2cc([N+](=O)[O-])cc3c2OCOC3)nc2ccccc2c1=O (configuration not stated),-3,0,2,6,-19,-2,-28,8,9
CC(=O)NS(=O)(=O)c1ccc(NC(=S)NC(=O)COc2ccccc2C)cc1,-1,-1,2,8,-14,3,-26,4,2
O=c1[nH]c(SCc2n[nH]c(=S)n2-c2ccccc2)nc2ccccc12,-7,9,1,-1,17,-3,-22,7,13
CC(=O)Nc1sc2c(c1CN1CCN(C)CC1)CCCC2,-7,-1,0,5,1,2,8,-1,1

Structural class, those above containing an NH in an aromatic ring.
SMILES,RBBP9 inhibitor,Runt-CBFb FRET,Hck Nef HTS,NPY-Y2 PAM-ag,Mdm2 ligase inh,p97 inhibitor,NPY1 pot ag,NPY Y1 blocker,Runt-SMMHC FRET
Cc1nnc(SCC(=O)NNC(=O)CC#N)[nH]c1=O,5,3,2,-5,2,1,6,1,1
O=c1c2c(nc3nc(Cc4ccccc4)[nH]n13)CCC2,2,-2,-4,3,-17,3,-12,5,2
O=c1[nH]c(SCc2n[nH]c(=S)n2-c2ccccc2)nc2ccccc12,-7,9,1,-1,17,-3,-22,7,13

(list continues)
SMILES,RBBP9 inhibitor,Runt-CBFb FRET,Hck Nef HTS,NPY-Y2 PAM-ag,Mdm2 ligase inh,p97 inhibitor,NPY1 pot ag,NPY Y1 blocker,Runt-SMMHC FRET
CNC(=O)CS(=O)(=O)CC(=O)Nc1cc(OCCOC)c(Cl)cc1Cl,4,2,-1,-7,-8,0,10,2,2
CC1(C)CC(=O)C(Sc2ccccc2)=C(O)C1,-4,3,6,1,-14,5,-6,.,4
Cc1nnc(NC(=O)CCCN2C(=O)c3ccccc3C2=O)s1,-3,0,0,-13,-12,1,2,2,1
CC(NC(=O)Cc1ccccc1)c1nc2ccccc2[nH]1 (configuration not stated),-9,1,-2,-4,-11,-4,-5,-1,-3
O=C(CCl)NCc1c(Cl)cccc1-n1cccc1,1,-2,2,3,-22,4,13,15,-8
Cc1cc(C(=O)NCC(=O)OCC(=O)N(C)C2CCCCC2)ccc1[N+](=O)[O-],1,0,1,-6,-17,-1,-22,-2,4
O=S(=O)(Cc1ccccc1)N1CCN(C/C=C/c2ccccc2)CC1,2,0,6,-21,-3,-4,-41,9,-2
CC1(C)NC(=O)N(CCOc2cccc(Cl)c2Cl)C1=O,5,1,0,-9,-2,-4,15,3,0
CCOc1cccc(OCCn2cnc3ccccc3c2=O)c1,0,-2,-2,-3,-36,-7,3,7,3
N#C/C(=C/c1ccc(-c2ccccc2[N+](=O)[O-])o1)C(N)=O,-3,-1,33,-1,-23,11,14,-2,-2
Cc1csc(SCC(=O)NCc2ccc3c(c2)OCO3)n1,-2,2,25,0,.,1,-12,.,-1
O=C(Cc1c(C(=O)O)[nH]c2ccccc12)NC1CCCC1,-6,0,17,3,-12,6,15,0,-1
O=C(O)c1ccc(CNCc2ccc(Cl)cc2Cl)cc1,-10,0,0,4,-13,6,14,2,0
COc1cccc(NC(=O)NCc2c(-c3ccccc3)noc2C)c1,-4,1,5,12,1,3,15,.,1
Cc1cc(C)n(C(=O)CCN2C(=O)c3ccccc3C2=O)n1,7,-1,6,9,19,6,-6,-8,6
COC(=O)c1ccc(C(=O)OC)c(NC(=S)N2CCN(C)CC2)c1,0,12,4,0,-8,4,3,3,21
O=C(CN1C(=O)NC2(CCCCC2)C1=O)NC1CCCc2ccccc21 (configuration not stated),0,0,1,8,-5,1,-5,8,1
COCCNC(=O)c1ccc(CN2CCOCC2)cc1,-6,0,4,10,-8,2,-10,-1,-5
CCCOc1ccc(-c2nc(C#N)c(N3CCN(CC)CC3)o2)cc1,6,2,-1,-31,-3,-2,-33,17,-2
CC(C)CN1C(=O)NC(NS(=O)(=O)c2ccc(N)cc2)(C(F)(F)F)C1=O (configuration not stated),3,7,9,-6,2,5,23,0,4
Nc1nc(N)c(N=Nc2ccc(SCC(=O)O)cc2)c(=O)[nH]1,2,12,5,-5,-6,5,-5,.,2
CC1CCCCN1Cc1nc2c(c(=O)n(C)c(=O)n2C)n1CCCc1ccccc1 (configuration not stated),-3,.,-1,10,.,5,16,4,.
Cc1ccc(S(=O)(=O)N(C)C)cc1NC(=O)Nc1ccccc1F,-2,2,1,6,-5,-2,-1,.,-3
CCOC(=O)c1cc(-c2ccc(N)cc2)sc1N,-6,8,-1,-1,-11,5,-11,-1,4
CC1(C)Cc2nc3n[nH]c(N)c3cc2CO1,-4,0,2,11,1,4,-22,-7,-2
CCN(CC)C(=O)C(=O)N/N=C/c1ccc(F)cc1,-4,1,16,6,-3,3,6,1,3
CC(C)c1ccc(C2=NN(c3ccccc3)C(=O)CC2)cc1,-1,-7,2,-17,-9,-6,-7,4,-4
CN(C)c1ccc(N=Nc2ccccc2C(=O)OCC(=O)N2CCCC2)cc1,-5,-7,-1,3,-14,-4,-13,0,-6
Cc1ccc2nc(Cl)c(C3CC(c4cccs4)=NN3C(=O)CCCC(=O)O)cc2c1 (configuration not stated),5,-4,18,2,9,8,1,-6,4
Fc1ccc(-c2c[nH]c(=S)n2Cc2ccccc2)cc1,-6,14,1,10,-7,0,7,1,42
O=c1c2ccccc2nc(/C=C/c2ccc([N+](=O)[O-])o2)n1CCCO,-6,2,1,3,9,7,0,6,-7
Cc1nc(SCC(=O)NCCc2ccccc2)nc(C)c1C,0,2,1,-4,-56,1,10,-1,-5
O=C(NNC(=O)c1cc2cc3ccccc3nc2s1)c1ccc(F)cc1,-7,-5,2,4,-15,4,-8,5,-19
O=[N+]([O-])c1ccc(/C=C/c2ccc3cccc([N+](=O)[O-])c3n2)cc1,-6,4,2,8,-3,4,9,3,-1
COc1cc2c(C(=O)NCCCOC(C)C)cn(CC(C)C)c(=O)c2cc1OC,-7,-5,0,21,-3,-1,2,3,1
N#C/C(=C(/O)CCl)c1nnc2n1CCCCC2,-3,-1,-29,-5,-12,-3,-6,-2,0
O=C(NC1(C(F)(F)F)NC(=O)N(Cc2ccccc2)C1=O)c1cccs1 (configuration not stated),-8,.,-4,7,.,-6,0,-1,.
CCCCCNC(=O)C(=O)C1C(=O)Nc2ccccc21 (configuration not stated),8,3,17,-11,.,9,20,.,-2
Cc1ccc(C2NC(=O)c3sc(=S)n(-c4ccccc4)c3N2)cc1 (configuration not stated),-7,3,31,4,-13,0,2,1,-11
Cc1ccc(N(C(=O)C(F)(F)F)C(C(=O)NC2CCCCC2)c2cccs2)cc1C (configuration not stated),-3,-1,12,-6,-21,5,-6,-5,0
C=CCNC(=O)Nc1ccc2oc(C)nc2c1,-9,2,-1,19,-32,5,5,3,-3
CC(C)(CO)C(O)C(=O)NCCC#N (configuration not stated),2,1,8,-8,-12,2,2,0,-3
N#Cc1ccc(C23CC4(C2)[C@H](CN(CC2CCCCC2)[C@@H]4c2ccccc2)C3c2ccc(C(F)(F)F)cc2)cc1 (some centres not stated),.,0,30,.,18,.,.,.,-1
Cn1c(NCCc2ccccc2)cc(=O)n(C)c1=O,0,-2,1,0,1,5,-3,-1,-5
CC(=O)NCc1nc2ccccc2n1Cc1ccccc1C,-6,-1,2,-15,-8,4,6,2,-1
